Screens from PubChem.
SMARCA2 act – SMARCA2 function activation, primary screen. activation, % at 9.1 µM. 370,000 compounds, 1% hits. MG213 cells, MMTV-luciferase reporter, dexamethasone, overnight; in the data active = activation above about 7.8%;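 note: 0% = vehicle wells and 100% = reference activator wells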
GC-A act – GC-A (human) enzyme activation | 370,000 compounds, 0.14% hits | P16066 | HEK293 GC-A cells, cGMP TR-FRET, EC30 ANP; 0% at EC30 ANP, 100% saturating ANP | activation, % at 10 µM; in the data active = activation above about 40%
ARFGAP1 inh – inhibitors of rat ARFGAP1 | Q62848 | Arfgap1-stimulated ARF1 GTP hydrolysis, GDP FP detection | inhibition, % at 16.5 µM | 360,000 compounds, 0.26% hits | AID 651572;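 active = inhibition above a per-plate limit, mean inhibition of low control wells plus 3 SD, cut at about 25% in these data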;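 note: 0% = DMSO wells with enzyme and 100% = wells lacking Arfgap1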
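Material: rat Arfgap1 GAP domain (His6, aa 1-136), purified enzyme. Also added: human ARF1(Δ1-17)-GTP substrate. Compound dosing: 16.5 µM single point, 1.26% DMSO. Timing: enzyme reaction 120 min at 25 °C after 20 min preincubation. Signal: GDP detection by fluorescence polarization. Read-out basis: percent inhibition of GAP-stimulated GDP formation, scaled between DMSO and no-Arfgap1 medians.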
ABHD4 inh – inhibitors of mouse ABHD4 | purified mABHD4, FP-Rh probe fluorescence polarization | Q8VD66 | 370,000 compounds, 0.54% hits | inhibition, % at 8.92 µM;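 active = inhibition exceeding the mean over every tested compound plus 3 SD, cut at about 30% in these data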;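 note: 0% = plate median of compound wells and 100% = S159A mutant with DMSO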
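Assay system: mABHD4 protein; medium: HEPES pH 7.0, NaCl, Pluronic buffer; dosing: 8.92 µM, single dose; schedule: 45 min + 60 min at 25 °C; signal: FP readout, ex 525 nm / em 598 nm; read-out: normalized percent inhibition of probe labeling; repeats: single replicate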
PG9 Ab binder – binds the HIV-1 gp120 antibody PG9; TR-FRET gp120-PG9 antibody binding; inhibition, % at 6.7 µM; 360,000 compounds, 0.43% hits; AID 624416; in the data active = inhibition above about 8.5%
NPR2 activator – GC-B (human) receptor activation; activation, % at 10 µM; HEK293-GC-B cells, CNP EC30, cGMP TR-FRET; 0% at EC30 CNP, 100% saturating CNP; AID 1920062; P20594; 370,000 compounds, 0.11% hits;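 active = activation at 10 µM reaching about 35% in either raw or pattern-adjusted values, limit read from the data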
Target sequence (P20594 whole entry, looked up): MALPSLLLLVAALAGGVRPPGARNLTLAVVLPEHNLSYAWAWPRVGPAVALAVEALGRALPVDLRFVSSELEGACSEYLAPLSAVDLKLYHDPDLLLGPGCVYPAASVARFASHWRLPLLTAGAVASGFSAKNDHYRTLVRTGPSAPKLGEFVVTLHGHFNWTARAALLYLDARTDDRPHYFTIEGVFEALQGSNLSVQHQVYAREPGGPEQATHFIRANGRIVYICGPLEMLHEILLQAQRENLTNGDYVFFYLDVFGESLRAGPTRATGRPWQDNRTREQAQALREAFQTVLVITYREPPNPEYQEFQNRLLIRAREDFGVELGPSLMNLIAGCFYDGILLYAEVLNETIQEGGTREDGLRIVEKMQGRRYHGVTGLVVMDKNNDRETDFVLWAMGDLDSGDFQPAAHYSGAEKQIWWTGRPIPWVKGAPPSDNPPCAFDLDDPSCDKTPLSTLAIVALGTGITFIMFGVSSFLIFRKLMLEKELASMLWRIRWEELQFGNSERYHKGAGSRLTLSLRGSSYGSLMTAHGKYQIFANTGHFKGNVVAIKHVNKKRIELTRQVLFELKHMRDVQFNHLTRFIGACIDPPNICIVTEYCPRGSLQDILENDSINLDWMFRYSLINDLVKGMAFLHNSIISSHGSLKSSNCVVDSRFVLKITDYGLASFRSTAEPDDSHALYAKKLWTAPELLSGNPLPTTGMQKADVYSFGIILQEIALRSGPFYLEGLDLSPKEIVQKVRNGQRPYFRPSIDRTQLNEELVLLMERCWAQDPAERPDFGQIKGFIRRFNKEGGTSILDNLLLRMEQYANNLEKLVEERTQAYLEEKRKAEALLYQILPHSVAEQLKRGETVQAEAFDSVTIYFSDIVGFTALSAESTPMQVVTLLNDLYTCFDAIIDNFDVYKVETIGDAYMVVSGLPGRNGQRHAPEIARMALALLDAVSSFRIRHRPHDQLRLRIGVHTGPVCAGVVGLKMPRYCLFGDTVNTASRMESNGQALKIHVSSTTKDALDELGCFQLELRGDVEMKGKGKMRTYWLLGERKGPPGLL
rCAG binder – binds r(CAG) RNA repeats | 370,000 compounds, 1.3% hits | r(CAG) RNA repeat, TO-PRO-1 dye displacement fluorescence | inhibition, % at 3 µM;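 active = inhibition above the plate cutoff, the mean of all test compounds on that plate plus 3 SD, cut at about 35% in these data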;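 note: 0% = DMSO alone and 100% = 100 µM mitoxantrone as full dye displacement; higher means more dye released from RNA so lower well fluorescence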
HTRA1 inhibitor – HTRA1 (human) protease inhibition | 340,000 compounds, 0.5% hits | AID 504803 | recombinant HTRA1, FP-rhodamine activity-based probe, fluorescence polarization | inhibition, % at 5.96 µM; in the data active = inhibition above about 36%;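 note: 0% = enzyme with DMSO and 100% = wells lacking enzyme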
ASAP1 inh – inhibitors of human ASAP1 ArfGAP activity. inhibition, % at 16.5 µM. AID 624377. 360,000 compounds, 0.19% hits. Q9ULH1. ASAP1-stimulated ARF1 GTP hydrolysis, GDP FP detection; in the data active = inhibition above about 25%;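 note: 0% = vehicle with enzyme and substrate and 100% = no enzyme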
Rev-erbA mod – modulates human Rev-erb alpha binding to DNA | AID 1259318 | P20393 | 370,000 compounds, 0.79% hits | Rev-erbα–FITC-DNA binding, fluorescence polarization, 90 min | activity, % at 10 µM;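 active = activity above about 14%, limit read from the data; passing the limit was not always enough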;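 note: 0% = DMSO wells with 35 nM protein and 100% = DMSO wells with 750 nM protein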
Starred values were filed as active, the others as inactive; / = not tested or not shown.

Second line of a record – SMARCA2 act	GC-A act	ARFGAP1 inh	ABHD4 inh	PG9 Ab binder	NPR2 activator	rCAG binder	HTRA1 inhibitor	ASAP1 inh	Rev-erbA mod
1. Cc1cccc(-n2c3nc(=O)[nH]c(=O)c-3cc3c(C)nn(-c4ccccc4)c32)c1C
    -3	0	6	1	-0.2	-4	-4	2	-28	-5
2. Cc1cccc(N2CCN(C(=O)c3cccc(N4C(=O)C5CC=CC(C)C5C4=O)c3)CC2)c1C (configuration not stated)
    -3	-3	16	3	-1.6	0	8	-22	3	0
3. Cc1onc(-c2c(Cl)cccc2Cl)c1C(=O)NCC1CCCO1 (configuration not stated)
    -1	-1	-13	1	2.4	-6	3	-2	-11	-6
4. COc1ccc(-n2c(=O)cc(N3CCCCCC3)[nH]c2=O)cc1
    -2	1	4	2	-0.3	0	-1	-5	-9	0
5. CN1CCN(C(=O)CN(C)S(=O)(=O)c2cc(Cl)ccc2Cl)CC1
    1	1	6	2	-0.1	5	0	0	1	3
6. COC(=O)c1cc2n(n1)CCN(Cc1ccc(C)cc1)C2=O
    3	1	-5	-5	-1.4	5	-4	-2	6	-1
7. C=CCC1(O)CC(c2ccco2)NC(c2ccco2)C1CCC (configuration not stated)
    -1	-7	-1	11	0.4	-5	-6	7	0	4
8. COc1ccccc1NC(=O)CN1C(=O)NC(C)(C)C1=O
    -3	-2	2	8	-2.5	0	2	5	-3	1
9. N#CC1=C(N)OC2=C(C(=O)CCC2)[C@]12C(=O)N(CC(N)=O)c1ccccc12
    -2	1	13	-3	-0.2	-5	-1	1	-4	4
10. CCCCNc1c(-c2ccc(Sc3ccc(OC)cc3)cc2)nc2cc(C)ccn12
    0	10	9	39*	3.7	-4	-2	17	3	21*
11. CCCCc1c(C)nc2ccc(C)cc2c1SCCC(=O)O
    -4	-5	-4	-1	-1.4	-6	16	-10	-9	6
12. Cc1cc(C)c(NC(=O)CSc2nc3c(c(=O)n2C)SC(C)C3)c(C)c1 (configuration not stated)
    -3	-2	-12	-3	-1.4	-1	2	5	4	2
13. Cc1cccc(C(=O)NCc2ccc(S(N)(=O)=O)cc2)c1[N+](=O)[O-]
    -1	3	10	-3	-1.3	8	1	-2	6	-6
14. O=c1c2c(nc3cc(-c4ccccc4Cl)[nH]n13)CCS2
    6	-3	-7	6	-2.0	-8	33	0	7	-31
15. CSc1cc(C)[nH]c(=O)n1
    -1	-1	-7	-3	-2.6	8	-2	-1	-23	9
16. Cc1nc2cccc(C(=O)NC3CCCCC3)c2o1
    2	2	-2	3	-0.2	-1	4	3	-5	-1
17. CCOC1=C2[C@H](c3ccccc3Cl)N(S(=O)(=O)c3ccc(C)cc3)C[C@H]2C(C#N)(C#N)C(C#N)(C#N)C1
    -3	-15	-5	-1	0.1	-8	23	/	3	-5
18. O=C(CCS(=O)(=O)Cc1ccccc1)NCC1CCCO1 (configuration not stated)
    -2	2	-3	0	1.4	0	-3	0	4	1
19. O=C(c1cn(-c2ccccc2)nc1-c1cc2ccccc2oc1=O)N1CCOCC1
    -1	3	1	7	2.0	6	-4	-5	-7	2
20. COc1ccc(NC(=O)O/N=C/c2ccc(N(C)C)cc2)cc1
    7	-9	-12	8	-6.2	-3	-4	0	4	-5
21. CC(C)=C1C2CCC1C1C(=O)N(c3nc(-c4ccccc4)c(C)s3)C(=O)C21 (configuration not stated)
    -2	0	9	23	-2.2	2	0	-14	0	-9
22. Cc1cccc(NC(=O)Cc2noc3ccccc23)c1C
    -2	-2	3	4	-0.9	4	-1	0	4	9
23. C=Cc1ccc(Cn2c(C)c(C(=O)NCc3ccc4c(c3)OCCO4)sc2=O)cc1
    0	2	3	-18	-1.7	-5	5	/	11	3
24. O=C(NCc1ccccc1)C1CCCN1C(=O)Nc1ccccc1[N+](=O)[O-] (configuration not stated)
    -3	-1	-1	-3	0.6	0	-5	-2	-9	4
25. COc1ccc(-n2nnnc2SCC(=O)c2cc3ccccc3o2)cc1
    -3	1	0	-6	1.3	-7	17	-24	-1	2
26. CCNC(=O)CC1C(=O)N(c2ccc(C)cc2)C(=O)N1CCc1sccc1C (configuration not stated)
    -4	0	4	0	-1.3	3	-5	-1	7	0
27. O=C1c2ccccc2C(=O)c2c1cccc2N1CCN(CCO)CC1
    1	0	6	9	-13	-8	-5	10	6	2
28. CN(C)S(=O)(=O)c1ccc(N2CCCC2)c(C(=O)NCC2CCCO2)c1 (configuration not stated)
    -2	2	-7	1	0.9	4	1	4	-16	-5
29. CCOc1cc(CNC2CCCC2)ccc1OCc1ccccc1Cl
    -4	-6	-6	6	-2.2	-4	12	-2	-6	-4
30. CC(CNC(=O)CCc1nnc2ccc(N3CCC4(CC3)OCCO4)nn12)c1ccccc1 (configuration not stated)
    2	-2	1	7	-0.8	-3	-5	1	0	0
31. Nc1c(O)ccc2c1C(=O)c1ccccc1C2=O
    6	-13	4	45*	-45	-9	24	/	7	-13
32. Cc1ccc(C=C2C=C(c3ccccc3)OC2=O)cc1
    8.6*	0	7	-9	0.2	1	8	-37	7	-6
33. C[C@@H]1CN([C@H](C)CO)C(=O)c2cc(/C=C/c3ccccc3)cnc2O[C@H]1CN(C)C(=O)NC1CCCCC1
    -1	1	-6	4	-2.6	-3	6	-7	6	3
34. CC(=O)Nc1ccc2oc(-c3ccccc3)nc2c1
    3	2	-1	-1	2.0	-5	0	-1	-1	-2
35. O=C(CONS(=O)(=O)c1ccc(Cl)cc1)NCCNc1ncc(C(F)(F)F)cc1Cl
    -3	-4	2	-5	-1.1	2	15	-14	9	-2
36. COC(=O)C1CCN(C(=O)COC(=O)CNC(=O)c2ccc(Cl)cc2Cl)CC1
    0	2	-5	2	-0.4	-4	3	11	2	-5
37. CCOC(=O)C1=C(COC(=O)CNC(=O)c2cc(OC)c(OC)c(OC)c2)NC(=O)NC1C (configuration not stated)
    -2	-1	11	-1	-0.4	3	-5	-3	-3	-1
38. C#Cc1ccc([C@H]2C=C(C(=O)O)O[C@@H](OCc3ccc(CO)cc3)C2)cc1
    0	1	1	2	-1.4	1	8	-10	5	-6
39. Cc1ccc(-c2noc(CCC(=O)Nc3cccc(C#N)c3)n2)cc1
    0	-14	2	-2	0.0	-5	3	-18	2	-4
40. CC1CCN(c2c(NCc3ccc(C(=O)N(C)C4CCCCC4)cc3)c(=O)c2=O)CC1
    3	0	-1	-1	-1.8	-12	-7	-4	-4	0
41. O=S(=O)(CC1NCc2cc(F)ccc21)NCCc1ccccc1 (configuration not stated)
    -4	3	/	-5	/	-3	8	/	/	-2
42. Cc1csc(Cn2c(CN(C)C)nc3ccccc3c2=O)n1
    -2	-4	6	-2	-0.1	2	-5	-2	0	2
43. C=CCNc1nc2ccccc2nc1NS(=O)(=O)c1ccc(F)cc1
    -2	-1	-3	11	-0.4	6	21	7	-3	-1
44. CCc1noc(C)c1C(=O)N(CCC(C)C)c1c(N)n(Cc2ccccc2)c(=O)[nH]c1=O
    1	2	3	2	-1.4	-1	-2	4	9	-3
45. O=C(CN1CCOCC1)NC1CC2CCC1C2 (configuration not stated)
    -1	3	-5	-3	0.7	8	1	6	4	0
46. COCCCNC(=O)CCc1nnc(Cc2ccc(-c3ccccc3)cc2)o1
    -4	-2	2	1	1.6	0	-4	5	6	-3
47. C/C(=N\NC(=O)Cc1csc(N2CCOCC2)n1)c1ccccc1
    -4	6	5	2	-0.3	-5	-1	-2	-9	-2
48. CC(C)CCN1CCN(Cc2coc3ccccc3c2=O)CC1CCO (configuration not stated)
    3	-1	8	-4	-0.7	-3	-3	13	-9	-4
49. COc1ccc(C(=O)Oc2coc(CSc3nnc(NC(=O)c4cccs4)s3)cc2=O)cc1
    -1	-6	-10	-3	4.1	-2	35*	4	-7	-8
50. O=C(CCn1ccc2cc(S(=O)(=O)N3CCCC3)ccc21)NCCc1ccccc1
    -1	-1	-12	0	0.5	0	2	2	3	-1
51. CN(C(=O)CN1C(=O)S/C(=C\c2ccc(F)cc2)C1=O)C1CCS(=O)(=O)C1 (configuration not stated)
    2	0	4	-7	-1.5	2	-2	1	-1	-6
52. CN(CCc1ccccc1)C(=O)c1[nH]c(C(F)(F)F)nc1-c1ccccc1
    -2	0	-7	-3	-1.0	-3	5	/	-12	3
53. Nc1c(C(=O)O)sc2nc(-c3ccccc3)cc(-c3ccc(Cl)cc3)c12
    -1	0	-11	-18	-0.5	-1	76*	-58	-18	0
54. O=C(Nc1ccnn1C1CCN(Cc2ccc(CO)o2)CC1)c1ccccc1
    0	1	-16	6	0.1	3	-2	-2	-14	3
55. CCOC(=O)c1[nH]c2cc(OC)c(OC)cc2c1NC(=O)CN(C)C1CCCCC1
    -2	12	-10	7	-3.8	12	4	-6	-5	-7
56. COc1ccccc1N1CCN(S(=O)(=O)c2c(C(=O)N3CCOCC3)c(C)n(C)c2C)CC1
    0	-1	5	-5	-1.4	-1	-7	10	12	-2
57. Cc1ccc(-c2nc3cc(N)ccc3o2)cc1Br
    -1	30	8	5	3.3	-3	6	12	3	2
58. O=C(CCN1CCN(c2ccccc2F)CC1)Nc1ccccc1F
    4	1	2	5	-0.6	1	-1	-1	-4	10
59. NC(=O)COC(=O)c1ccc(Cl)c(S(=O)(=O)N2CCCCCC2)c1
    1	-2	9	-9	-1.7	3	1	-2	7	-6
60. O=C1CCC(=O)N1c1ccc(CSc2nc3ccccc3[nH]2)cc1
    -1	2	-5	-5	-2.4	6	0	0	18	1

Records above marked active in SMARCA2 act.
# | Compound | SMARCA2 act | GC-A act | ARFGAP1 inh | PG9 Ab binder | NPR2 activator | HTRA1 inhibitor | ASAP1 inh | Rev-erbA mod
32 | Cc1ccc(C=C2C=C(c3ccccc3)OC2=O)cc1 | 8.6* | 0 | 7 | 0.2 | 1 | -37 | 7 | -6

New compounds follow
Second line of a record – SMARCA2 act	GC-A act	ARFGAP1 inh	ABHD4 inh	PG9 Ab binder	NPR2 activator	rCAG binder	HTRA1 inhibitor	ASAP1 inh	Rev-erbA mod
61. CCCCC(=O)NS(=O)(=O)c1ccc(N=NN2CCOCC2)cc1
    -1	1	0	-3	0.4	0	4	5	7	0
62. CCCCSc1nnc(-c2ccc(C)cc2)o1
    6	5	-4	6	-1.4	3	-3	3	-1	6
63. N#Cc1cccc(NC(=S)Nc2ccccc2)c1
    -1	6	5	-1	0.9	3	1	-1	-17	6
64. COc1ccc(CCN2C(=O)CC(C(N)=O)SC2=Nc2ccccc2)cc1 (configuration not stated)
    1	-1	-9	4	1.0	-2	-2	-3	-5	0
65. O=C(NCC1CCCO1)C(=O)NCC(c1ccco1)N1CCN(c2ccccc2F)CC1 (configuration not stated)
    -1	4	-10	12	0.9	2	-9	9	-5	-1
66. Cc1cccc(OC(=O)CN2C(=O)C3C4CCC(C4)C3C2=O)c1C (configuration not stated)
    1	0	2	6	-0.6	4	-3	1	7	-3
67. O=C(OCC(=O)c1ccc[nH]1)c1ccc(Br)cc1
    1	1	-2	-12	-0.9	4	1	3	-5	-3

By substructure: those above with bromine
Second line of a record – SMARCA2 act	GC-A act	ARFGAP1 inh	ABHD4 inh	PG9 Ab binder	NPR2 activator	rCAG binder	HTRA1 inhibitor	ASAP1 inh	Rev-erbA mod
57. Cc1ccc(-c2nc3cc(N)ccc3o2)cc1Br
    -1	30	8	5	3.3	-3	6	12	3	2
67. O=C(OCC(=O)c1ccc[nH]1)c1ccc(Br)cc1
    1	1	-2	-12	-0.9	4	1	3	-5	-3
